Screening data deposited in PubChem BioAssay by National Center for Advancing Translational Sciences (NCATS).
HADH2 inh: HADH2 (human) dehydrogenase inhibition; Q99714; recombinant HADH2, NADH fluorescence, beta-hydroxybutyryl-CoA; Potency, µM (highest dose often 57.1 µM), without a hit: top-dose activity change, negative = inhibition, most hits filed as inhibitors; 3.4% of 73,000 active; AID 886; further: potency means the concentration at half of the fitted maximal effect; on the % scale 0 is the no-effect control and ±100 the full control effect; nearly all actives have a fitted effect of over 60% in size; many of its hits are not listed in these tables
Target sequence (Q99714 whole entry, looked up, one chain of several): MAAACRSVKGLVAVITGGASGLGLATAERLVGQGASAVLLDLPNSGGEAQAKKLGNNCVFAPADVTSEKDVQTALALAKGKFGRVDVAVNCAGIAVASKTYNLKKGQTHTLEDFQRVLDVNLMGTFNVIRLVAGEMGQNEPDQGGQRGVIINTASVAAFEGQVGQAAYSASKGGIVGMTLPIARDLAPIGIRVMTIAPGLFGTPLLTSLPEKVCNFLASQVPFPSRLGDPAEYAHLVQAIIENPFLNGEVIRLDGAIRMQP
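E. coli-expressed His-tagged HADH2 tested at 20 nM in alkaline Tris buffer (pH 9.0); oxidation of 90 uM beta-hydroxybutyryl-CoA with 1 mM NAD+ tracked fluorimetrically for 4 min.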
HBB splice mod: alters splicing of the hemoglobin beta chain; HBB splicing reporter cell assay, activation; EGFP reporter with mutant IVS2-654 intron; response scale: normalised to 500 nM splice-correcting PNA; Potency, µM (highest dose often 46.1 µM), for inactives: at the top dose activation, actives largely listed as activators; 0.06% of 65,000 active; AID 925; further: potency means the concentration at half of the fitted maximal effect; 0% is about no effect
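Compounds were applied for 2 days to HeLa EGFP-654 cells, 500/well in Optimem with 2% FCS. The reporter's EGFP is disrupted by mis-splicing of beta-globin intron IVS2-654. Readout: summed well GFP fluorescence from 488 nm laser scanning; reference was 500 nM antisense […] 654 PNA.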
Pol III holo inh: DNA polymerase III holoenzyme inhibition | reconstituted DNA polymerase III holoenzyme replication, biochemical | Potency, µM (highest dose often 57.1 µM), without a hit: at the top dose activity change, negative = inhibition | 0.25% of 71,000 active; further: potency means the concentration at half of the fitted maximal effect; on the % scale 0 is the no-effect control and ±100 the full control effect
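Reconstituted *E. coli* holoenzyme (0.35 nM Pol III, 1 nM beta, 154 nM SSB, 2 nM primase) was preincubated with compound for 15 min at RT. Synthesis on 1.4 nM ssM13Gori ran 35 min, then was stopped with PicoGreen/EDTA and read as dsDNA fluorescence.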
CRE Fsk mod: CRE-bla signaling modulation under forskolin stimulation; CHO CRE-bla reporter (cAMP response element driving beta-lactamase), forskolin EC10, beta-lactamase ratio; Potency, µM (doses to about 38.2 µM), for inactives: top-dose activity change, negative = inhibition, actives largely listed as activators; 2.5% of 71,000 active; AID 662; active means well fitted activation curve with a large enough effect in the signal ratio, with a control signal flat, not every such curve was filed as active; inconclusive means small, poorly fitted or top-dose-only effect, or effect the other way, or a change in a side signal; the % refers to the signal ratio; further: potency means the concentration at half of the fitted maximal effect; % of control where 0% means no effect
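qHTS titration format; CRE-bla CHO reporter; stimulus EC10 NKH 477, a water-soluble forskolin. Read: CCF4 460/530 nm ratio. Potency expressed as AC50 for activators or inhibitors.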
Hsp90 Hop PPI: changes Hsp90-Hop TPR2A binding signal, up or down; AlphaScreen TPR2A-His6 binding biotin-Hsp90 C-terminal peptide; Potency, µM (titrated, usually from 57 µM), without a hit: at the highest dose activity change, negative = inhibition; 0.44% of 71,000 active; AID 595; active means well fitted curve in either direction with a large enough effect; inconclusive means small, poorly fitted or top-dose-only effect, or another doubt; further: potency means the concentration at half of the fitted maximal effect; on the % scale 0 is the no-effect control and ±100 the full control effect; many of its hits are not listed in these tables
Rhodamine autofl: compound fluoresces in the rhodamine spectral region | Rhodamine-region fluorescence, 547/598 nm, Tris buffer; active compounds read high | max dye-equivalent concentration, M | 0.05% of 59,000 active; in the data active means max dye-equivalent concentration above about 11 nM; inconclusive means between about 1.1 nM and that limit
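A six-point rhodamine series on each plate calibrates the signal. Compounds sit in 100 mM Tris (pH 8.0) for 15 min at ambient temperature before imaging through 547 nm/598 nm filters.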
TexasRed autofl: compounds fluorescent in Texas Red spectral region. AID 587. Compound fluorescence, Texas Red channel, 547/618 nm; active compounds read high. 0.06% of 59,000 active. max dye-equivalent concentration, M; in the data active means max dye-equivalent concentration above about 10 nM; inconclusive means between about 1.1 nM and that limit
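Spectral interference profiling: each compound concentration's relative fluorescence, read with a 547 nm excitation and 618 nm emission filter pair, was normalized to a per-plate Texas Red standard curve.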
Tau filament bind: binders of human tau filaments | P10636 | recombinant tau filaments, thioflavin S fluorescence, 15 h; filaments grown with octadecylsulfate alongside compound | Potency, µM (top dose mostly 57.1 µM), inactives show top-dose activity change, negative = inhibition | 2% of 71,000 active;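 further: potency means the concentration at half of the fitted maximal effect; on the % scale 0 is the no-effect control and ±100 the full control effect; actives lower thioflavin S fluorescence by blocking filaments or displacing dye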
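Tau 2 uM in ThS buffer dispensed; compound added; 60 uM ODS added (finals 1 uM tau, 30 uM ODS); 15 h 37 C; fluor ex450/em510.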
Luciferase inh: firefly luciferase inhibition; P08659; purified firefly luciferase, luminescence, 8 min; Potency, µM (titrated, usually from 57.1 µM), inactives show at the highest dose activity change, negative = inhibition, usual class: inhibitors; 2.2% of 72,000 active; AID 411; further: potency means the concentration at half of the fitted maximal effect; on the % scale 0 is the no-effect control and ±100 the full control effect; nearly all actives have a fitted effect of over 40% in size
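Substrate buffer containing 10 uM ATP (pH 7.2 imidazole, Mg2+, KCl, detergent, BSA) is dispensed, compound pinned in, then luciferase/luciferin detector mix added. After 8 min at ambient temperature, light output is measured.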
15-hLO inh: blocks human 15-lipoxygenase activity; P16050; purified 15hLO-1, xylenol orange hydroperoxide absorbance; Potency, µM (highest dose often 57.1 µM), for inactives: at the top dose activity change, negative = inhibition, usual class: inhibitors; 1.4% of 74,000 active; further: potency means the concentration at half of the fitted maximal effect; on the % scale 0 is the no-effect control and ±100 the full control effect; nearly all actives have a fitted effect of over 55% in size
Target sequence (P16050 whole entry, looked up): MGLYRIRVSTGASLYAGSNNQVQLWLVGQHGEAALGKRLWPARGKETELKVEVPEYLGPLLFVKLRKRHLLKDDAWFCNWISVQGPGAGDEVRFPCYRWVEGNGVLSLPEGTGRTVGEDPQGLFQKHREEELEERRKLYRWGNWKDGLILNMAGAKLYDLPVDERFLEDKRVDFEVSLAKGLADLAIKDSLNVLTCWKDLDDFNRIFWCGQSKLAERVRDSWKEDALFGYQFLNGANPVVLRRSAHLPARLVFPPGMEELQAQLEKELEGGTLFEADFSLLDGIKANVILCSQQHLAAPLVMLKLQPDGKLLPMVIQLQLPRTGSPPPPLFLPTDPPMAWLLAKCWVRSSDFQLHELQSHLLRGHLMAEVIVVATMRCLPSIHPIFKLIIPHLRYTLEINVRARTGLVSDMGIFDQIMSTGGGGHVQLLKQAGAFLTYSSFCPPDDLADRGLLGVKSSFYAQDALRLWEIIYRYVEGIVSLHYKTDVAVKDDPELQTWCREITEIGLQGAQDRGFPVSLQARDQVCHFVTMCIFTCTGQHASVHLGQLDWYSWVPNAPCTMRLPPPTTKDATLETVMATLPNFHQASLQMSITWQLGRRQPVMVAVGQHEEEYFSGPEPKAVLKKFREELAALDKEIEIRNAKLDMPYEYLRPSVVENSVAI
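40 nM 15hLO-1 + cpd, 15 min RT; start w/ 50 uM AA (final), 6 min RT; stop/detect w/ 200 uM XO + 300 uM Fe(II) in 50 mM H2SO4, 30 min; A573/A405. Buffer 25 mM Hepes pH 7.5, 0.01% Triton X-100. No-enzyme wells as negative control.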
ERK AVP inh: vasopressin-driven ERK pathway inhibition. Potency, µM (titrated, usually from 57.5 µM), for inactives: at the top dose activity, negative = inhibition, actives largely listed as inhibitors. AID 995. HEK293-V1b, vasopressin-stimulated pERK AlphaScreen. 0.99% of 72,000 active; further: potency means the concentration at half of the fitted maximal effect; on the % scale 0 is the no-effect control and ±100 the full control effect; nearly all actives have a fitted effect of over 55% in size
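Overnight-seeded V1b-HEK293 cells in 1% FBS got compound, then vasopressin (25 nM final, 5 min, 37C), then lysis buffer. AlphaScreen detection of phospho-ERK; activity normalized to basal and full-stimulation controls.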
* hit, by the source's call; i = inactive; ? = inconclusive; . = not tested or not shown; [ ] = another dose, or the depositor's remark. Unless noted, the call rests on the fitted dose curve; in most records, active means well fitted curve in the direction sought with a large enough effect; inconclusive means small, poorly fitted or top-dose-only effect, or another doubt; inactive means no such curve, though single readings can be large; an effect the other way counts as inactive or inconclusive. An excerpt, so the mix of outcomes need not match the whole.

SMILES | HADH2 inh | HBB splice mod | Pol III holo inh | CRE Fsk mod | Hsp90 Hop PPI | Rhodamine autofl | TexasRed autofl | Tau filament bind | Luciferase inh | 15-hLO inh | ERK AVP inh
CCCC(=O)NCCCc1nc2ccccc2n1CCC | -2% | -1.7% | 5% | 9% | -3% | i | ? | 5% | -1% | -3% | 8%
Cc1ccc2oc(=O)c3cnn(CC(=O)N4CCCc5ccccc54)c3c2c1 | 11% | -0.4% | -4% | -6% | -1% | . | . | 37% | 2% | 3% | 18%
CCN(CC)CCCNC(=O)C1c2ccccc2C(=O)N1Cc1ccc(C)cc1 (stereo not given) | 4% | -0.5%[57.5 µM] | -3% | -4% | -4% | i | ? | 4% | -1% | -3% | -10%
Cc1cccc(-c2cc3nc4c(c(N5CCC6(CC5)OCCO6)n3n2)CCCC4)c1 | ? | 0.3%[57.5 µM] | -3% | ? | -1% | i | i | 2% | -2% | 12% | -29%
O=C(NCc1ccco1)C(c1cccs1)N(C(=O)Cc1cccs1)c1ccccc1 (stereo not given) | -6% | -0.1%[57.5 µM] | -7% | -22% | -4% | i | i | -4% | 2% | -13% | 5%
CC(=O)Nc1nc2ccccc2n1CCOc1ccccc1 | 7% | -1.1% | -4% | 1% | -6% | i | ? | 69% | 1% | -2% | -25%
Cc1cc(C(=O)N2CCN(c3ccccc3)CC2)no1 | 0% | -0.5% | 3% | -11% | -2% | i | i | -9% | 1% | -6% | 10%
COc1cc(C2C(C#N)=C(C)NC3=C2C(=O)CC(C)(C)C3)cc(OC)c1O (stereo not given) | -13% | -1.9% | -5% | 11% | 0% | i | i | -4% | 3% | -5% | 6%
COc1ccc(C(=O)N(CCCO)C(C)C(=O)NC2CCCCC2)cc1OC (stereo not given) | 6% | . | -6% | 0% | 0% | i | i | -2% | 2% | 13% | -18%
CCC(C)(C)n1nnnc1C(c1ccc(C)cc1)N1CCCC1 (stereo not given) | 6% | -0.4%[57.5 µM] | 5% | -1% | 0% | i | i | 6% | 5% | -3% | 6%
O=C1C2=CC[C@H]3C(=O)N(Cc4ccccc4)C(=O)[C@@H]3[C@@H]2[C@H](O)[C@@H]2O[C@H]12 | -10%[11.4 µM] | 0.2%[9.22 µM] | . | . | . | . | . | . | -1%[11.4 µM] | -6%[11.4 µM] | -11%[11.5 µM]
COc1ccc(S(=O)(=O)N2CC(O)CC2C(=O)OCC(=O)Nc2ccc(Cl)cn2)cc1 (stereo not given) | -12% | -3.2% | -5% | ? | -3% | i | i | -1% | 0% | -6% | ?
C#CCSc1nc(-c2cccs2)ccc1C#N | -11% | 3.4% | 4% | 7.9µM* | 9% | i | i | -22% | 0% | -15% | 17%
CN1CC(=O)N(CCOc2ccccc2)C1=O | 3% | 0.3%[57.5 µM] | -4% | ? | -1% | i | i | 0% | 0% | 7% | -16%
O=C(Nc1ccc2c(c1)OCCO2)NC1CCCCC1 | 8%[11.4 µM] | -3.6%[0.0738 µM] | -2%[11.4 µM] | ? | -5%[11 µM] | . | . | -4%[11.4 µM] | 7.9µM* | 4%[11.4 µM] | -14%
CC(=O)Nc1cccc(N2C(=O)CC(Cc3ccccc3)C2=O)c1 (stereo not given) | 1% | 1.0% | 1% | 0% | -3% | . | . | 11% | -1% | -1% | -22%
Cc1ccc2c(c1)CCCN2C(=O)c1c(C)noc1C | 9% | -0.9% | 1% | ? | -3% | i | i | -7% | -6% | -4% | -28%
N#Cc1c(/N=C/c2ccco2)oc(-c2ccccc2)c1-c1ccccc1 | -10% | . | 1% | -7% | 1% | i | i | -9% | 4% | -16% | -1%
C[C@H]1CN(CCO)CCN1c1ccccc1 | 2%[11.4 µM] | -0.5%[9.22 µM] | -10%[11.4 µM] | -2%[7.6 µM] | -7%[11 µM] | i | i | 8%[11.4 µM] | 2%[11.4 µM] | -8%[11.4 µM] | 48%[activator][11.5 µM]
O=C(O)C1C2C=CC(C2)C1C(=O)Nc1ccc(C(=O)N2CCCCC2)cc1 (stereo not given) | -2% | -0.9% | -2% | ? | -5% | i | i | -5% | 0% | 2% | -8%
CCCCCCCN | -2% | -0.4% | -2% | -14% | -2% | . | . | -10% | . | -3% | -6%
Cc1ccc2cc(CN(CCCN(C)C)C(=O)NCc3ccccc3)c(=O)[nH]c2c1C | -10% | -0.2%[57.5 µM] | -6% | -3% | -3% | i | ? | 15% | -2% | -7% | 7%
O=c1c(CCc2ccccc2)nc2cncnc2n1-c1ccccc1 | 3% | -0.4% | -6% | ? | 1% | i | i | -15% | 1%[11.4 µM] | -27% | -14%
c1ccc2c(c1)oc1c(NCCN3CCOCC3)ncnc12 | -5% | -1.8%[0.369 µM] | -3% | 10% | -3% | i | i | 3% | -1% | -5% | -9%
O=C(O)/C=C\c1ccc(Cn2ccnc2)cc1 | -1%[25.6 µM] | -1.3%[20.6 µM] | -3%[25.6 µM] | 2%[17.1 µM] | -3%[26 µM] | i | i | -3%[25.6 µM] | -2%[25.5 µM] | 7%[25.6 µM] | -4%[25.7 µM]
Further compounds follow.
SMILES | HADH2 inh | HBB splice mod | Pol III holo inh | CRE Fsk mod | Hsp90 Hop PPI | Rhodamine autofl | TexasRed autofl | Tau filament bind | Luciferase inh | 15-hLO inh | ERK AVP inh
CCCCn1c(=O)n(Cc2cccc(F)c2)c(=O)c2c1ncn2Cc1ccco1 | -6% | -0.3% | -2% | ? | 6% | i | i | 90% | 1% | -13% | ?
O=C(Nc1cnn(Cc2ccc(Cl)c(Cl)c2)c1)c1nc2ncccn2n1 | 10% | -0.7% | -1% | 4% | -4% | i | i | 2% | -2% | -8% | 0%
CN(C)Cc1ccccc1-c1cc(NCc2ccccc2)ncn1 | 12% | -0.7% | -5% | -1% | -2% | i | i | 13% | 1%[2.29 µM] | 15% | -17%
CCCCn1c(SCC(=O)N2CCCCC2)nc2cc(S(N)(=O)=O)ccc21 | 5% | 6.0% | -3% | -1% | -6% | i | ? | 5% | -1% | 2% | 2%
C=C(C)COc1ccc(-c2[nH]ncc2Oc2ccccc2OC)c(O)c1 | -4% | -0.7%[57.5 µM] | 1% | 3% | 1% | i | i | 0% | -6% | -19% | ?
O=C(c1cccs1)N1CCN(S(=O)(=O)Cc2ccccc2)CC1 | 3% | 0.2% | -1% | -5% | -8% | i | i | 11% | 0% | 0% | -3%
CC1=C(C(=O)OC2CCCCC2)C(c2ccco2)C2=C(CC(C)(C)CC2=O)N1 (stereo not given) | 5% | -1.1% | -1% | ? | 0% | . | . | 63% | -3% | 1% | -12%

In a second layout: 7 of the compounds above.
Under each structure – HADH2 inh	HBB splice mod	Pol III holo inh	CRE Fsk mod	Hsp90 Hop PPI	Rhodamine autofl	TexasRed autofl	Tau filament bind	Luciferase inh	15-hLO inh	ERK AVP inh
CC(=O)Nc1nc2ccccc2n1CCOc1ccccc1
  7%	-1.1%	-4%	1%	-6%	i	?	69%	1%	-2%	-25%
Cc1cc(C(=O)N2CCN(c3ccccc3)CC2)no1
  0%	-0.5%	3%	-11%	-2%	i	i	-9%	1%	-6%	10%
COc1cc(C2C(C#N)=C(C)NC3=C2C(=O)CC(C)(C)C3)cc(OC)c1O (stereo not given)
  -13%	-1.9%	-5%	11%	0%	i	i	-4%	3%	-5%	6%
COc1ccc(C(=O)N(CCCO)C(C)C(=O)NC2CCCCC2)cc1OC (stereo not given)
  6%	.	-6%	0%	0%	i	i	-2%	2%	13%	-18%
CCC(C)(C)n1nnnc1C(c1ccc(C)cc1)N1CCCC1 (stereo not given)
  6%	-0.4%[57.5 µM]	5%	-1%	0%	i	i	6%	5%	-3%	6%
O=C1C2=CC[C@H]3C(=O)N(Cc4ccccc4)C(=O)[C@@H]3[C@@H]2[C@H](O)[C@@H]2O[C@H]12
  -10%[11.4 µM]	0.2%[9.22 µM]	.	.	.	.	.	.	-1%[11.4 µM]	-6%[11.4 µM]	-11%[11.5 µM]
COc1ccc(S(=O)(=O)N2CC(O)CC2C(=O)OCC(=O)Nc2ccc(Cl)cn2)cc1 (stereo not given)
  -12%	-3.2%	-5%	?	-3%	i	i	-1%	0%	-6%	?
